Compound activity (PubChem BioAssay)
Peg3 prom inh = reduces Peg3 promoter-driven luciferase expression in HeLa; HeLa PEG-Prom luciferase reporter, luminescence, overnight; inhibition, % at 20 µM; 360,000 compounds, 1.7% hits;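 active = inhibition of at least 50% at 20 µM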
CF NFkB block = cystic fibrosis NF-kB activation inhibition; 360,000 compounds, 0.86% hits; KKLEB NF-kB-GFP reporter, PAF-induced, GFP fluorescence overnight; inhibition, % at 5 µM;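 active = at least 50% inhibition at 5 µM, scaled per plate between neutral and stimulator controls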;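 note: PAF is a Pseudomonas aeruginosa culture filtrate used as stimulus; plate controls were PAF-stimulated DMSO wells for no effect and unstimulated DMSO wells for full effect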
hiPSC survival = increases survival of single human iPS cells. hiPSC single-cell survival, ATPlite luminescence; 100% = ROCK inhibitor wells, 0% = DMSO. survival enhancement, % at 20 µM. 360,000 compounds, 0.044% hits. AID 602274; in the data active = survival enhancement above about 18%;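 note: cells exposed to compounds for 16 hours before the ATP read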
KKLEB cytotox = counter-screen for CF NF-kB inhibitors: cytotoxicity | KKLEB CF airway cells viability, ATPlite luminescence, overnight; active compounds read low; cells stimulated with P. aeruginosa culture filtrate | activity change (cytotoxicity), % at 5 µM | 360,000 compounds, 0.36% hits | AID 602141;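 active = corrected activity change at or below -50% at 5 µM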
TRAIL sens C8 = sensitizes caspase-8 expressing cells to TRAIL; NB7+C8 cells + TRAIL, ATPlite viability luminescence; 360,000 compounds, 1% hits; inhibition (viability loss, TRAIL sensitization), % at 10 µM; AID 624354;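 active = compounds causing at least 50% loss of cell viability in the single-dose screen, relative to plate controls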
MITF TRPM1 inh = MITF TRPM1 promoter inhibition in SK-MEL-5 cells | SK-MEL-5 TRPM1 promoter luciferase, 24 h | AID 488899 | 330,000 compounds, 0.83% hits | inhibition, % at 12.5 µM;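 active = mean inhibition across replicates of 60% or more, whatever share of single replicates reaches that level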; note: values of inactives mirror those of a sister screen read the other way
Shn3 inh set2 = reduces Shn3 3'UTR luciferase signal in osteoblasts; Clone20 osteoblast Shn3 3'UTR firefly luciferase, 24 h; inhibition, % at 12.5 µM; 360,000 compounds, 0.52% hits;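 active = mean inhibition of at least 75% with every replicate also reaching 75%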;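 note: 0% = median of neutral control wells and 100% = pilot-screen positive control compound; some compounds past the cut are filed as inactive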
NR2E3 ag-1 = activates human photoreceptor nuclear receptor NR2E3; Q9Y5X4; GST-NR2E3/biotin-RetCOR TR-FRET, 1536-well; inhibition of corepressor binding, % at 4.78 µM; 320,000 compounds, 0.12% hits; AID 2300;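 active = percent inhibition above the cutoff of mean plus 3 SD of all tested compounds, set per screening campaign, cut at about 20% in these data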;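 note: 0% = DMSO wells and 100% = biotin wells as full block of FRET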
Target sequence (Q9Y5X4 whole entry, looked up): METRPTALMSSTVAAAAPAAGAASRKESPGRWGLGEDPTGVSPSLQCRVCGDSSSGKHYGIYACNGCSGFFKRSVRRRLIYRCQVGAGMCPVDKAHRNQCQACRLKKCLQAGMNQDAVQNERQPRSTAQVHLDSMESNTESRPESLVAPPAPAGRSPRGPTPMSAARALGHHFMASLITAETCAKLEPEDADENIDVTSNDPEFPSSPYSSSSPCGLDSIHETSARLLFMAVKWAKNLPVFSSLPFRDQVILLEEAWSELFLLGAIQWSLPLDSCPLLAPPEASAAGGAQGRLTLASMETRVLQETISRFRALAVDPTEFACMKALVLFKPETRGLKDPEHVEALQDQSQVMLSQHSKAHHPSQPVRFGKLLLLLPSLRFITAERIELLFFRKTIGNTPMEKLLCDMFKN
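Material: NR2E3–RetCOR corepressor complex / Incubation: Compound–protein incubation for 5 h at 4 °C / Dosing: compound at 4.8 µM, single dose / Detection: time-resolved FRET / Benchmarks: high control biotin, low control 0.6% DMSO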
NR2E3 ag-2 = activates human NR2E3 receptor; CHO-S Gal4-NCOR/VP16-NR2E3 two-hybrid, luciferase; inhibition of corepressor binding, % at 3.98 µM; 360,000 compounds, 0.35% hits; AID 602229;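 active = inhibition above the mean of all tested compounds plus 3 SD, cut at about 70% in these data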;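 note: 0% = DMSO with NR2E3 transfected cells and 100% = cells lacking NR2E3 construct; higher means lower luciferase signal from less NR2E3 corepressor binding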
EBV LMP1 NFkB = reduces LMP1-driven NF-kappaB luciferase signal; LMP1-induced NF-kappaB luciferase reporter cells, luminescence; inhibition, % at 12.5 µM; 350,000 compounds, 0.69% hits; in the data active = inhibition above about 41%;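 note: 0% = neutral control wells and 100% = reference inhibitor control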
HIF-2a inh = HIF-2a inhibition. 786-0 RCC cells HIF-2a reporter, luciferase luminescence, overnight. inhibition, % at 18.8 µM. 360,000 compounds, 0.72% hits;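 active = inhibition of the luminescence signal of 40% or more relative to plate controls, in a single-dose primary screen at 18.75 µM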
* = called active by the depositor; · = no result given. A portion of the library, so the mix of outcomes need not match the whole.

The line under a structure holds: MITF TRPM1 inh	NR2E3 ag-1	Shn3 inh set2	CF NFkB block	NR2E3 ag-2	hiPSC survival	HIF-2a inh	Peg3 prom inh	KKLEB cytotox	EBV LMP1 NFkB	TRAIL sens C8
- COc1cccc(NC(=O)CSc2nc(O)c(C)c(=O)n2-c2ccc(C)cc2)c1
→ -1	7	-14	-14	-21	-0.2	10	9	2	1	2
- COc1ccc(NC(=O)C2CCCN(S(=O)(=O)c3c(C)[nH]c(=O)[nH]c3=O)C2)cc1 (configuration not stated)
→ 5	-2	10	-2	11	-1.4	10	4	-2	-1	-12
- CC(C)(C)NC(=O)[C@@H]1CN(Cc2cccnc2)CCN1C[C@@H](O)C[C@@H](Cc1ccccc1)C(=O)N[C@H]1c2ccccc2C[C@H]1O
→ -1	-1	-2	-14	-2	4.3	8	22	18	1	-4
- COc1ccc(C2C3=C(CCCC3=O)Nc3nc(SCc4ccccc4)nn32)cc1OC (configuration not stated)
→ 5	2	4	-5	-9	-1.0	24	14	-14	8	-11
- Cc1ccc(-c2nnn(CC(=O)Nc3ccc4nn(-c5ccccc5)nc4c3)n2)o1
→ -20	-1	3	8	-27	-1.5	-39	-38	-4	-17	-1
- COc1ccc(C(=O)N2CCCCCCC2)cc1OC1CCN(C(C)C)CC1
→ 3	1	9	-6	-2	-0.6	8	1	-2	0	17
- CCN(CC(=O)Nc1c(F)cccc1F)C(=O)Cc1ccc2c(c1)OCCO2
→ -6	-2	-9	30	32	0.1	7	5	-2	0	-7
- Cc1cccc(NC(=O)C(C)Oc2ccccc2C)n1 (configuration not stated)
→ -1	3	15	-7	15	1.7	16	2	4	-2	-12
- O=C(O)C1[C@H]2C(=O)N(C3CCCC3)C[C@]23C=C[C@H]1O3 (some centres not stated)
→ 0	6	8	-7	-17	-0.7	4	14	12	6	28
- CCn1c(=O)cc(N2CCC3(CC2)OCCO3)[nH]c1=O
→ ·	4	-1	-1	-18	-1.0	-6	8	5	4	14
- COc1ccc(C2C3=C(CC(C)(C)CC3=O)Oc3ncn(CCCn4ccnc4)c(=N)c32)cc1 (configuration not stated)
→ -16	6	-1	9	-23	-3.7	-37	-75	-3	6	-6
- NNC(=O)c1cc2ccccc2cc1NS(=O)(=O)c1ccccc1
→ 12	3	-1	12	-33	-0.3	24	7	-8	0	-3
- CC(C)C(=O)NC(Nc1cccc2cccnc12)C(Cl)(Cl)Cl (configuration not stated)
→ 6	1	34	0	-23	-2.7	15	12	1	-3	-8
- O=C(Nc1nnc(-c2ccc(F)cc2)o1)c1cc(Cl)sc1Cl
→ -4	0	3	11	30	0.3	-1	19	2	14	14
- O=C(Nc1cccnc1)Nc1cc(Cl)cc(Cl)c1
→ -21	0	4	24	-4	-0.3	-63	6	0	7	-5
- Nc1ccc(-c2nc(-c3ccccc3)nc3ccccc23)cc1
→ -1	0	-9	-16	14	-0.3	6	-3	5	·	-14
- C[C@H](CO)N1C[C@H](C)[C@@H](CN(C)C(=O)NC2CCCCC2)Oc2ccc(NS(=O)(=O)c3cn(C)cn3)cc2C1=O
→ -1	·	-4	2	-8	-2.1	8	-13	8	3	-11
- O=C(O)c1cccc(NC(=O)c2ccccc2NC(=O)c2ccccc2F)c1
→ -4	-3	4	-2	4	-0.2	16	5	0	0	6
- O=C(NC1CC1)C(Cc1ccccc1)NS(=O)(=O)c1ccccc1F (configuration not stated)
→ -11	2	-11	-2	-26	-0.7	15	15	1	-3	8
- O=C(NCc1ccccc1)c1csc2c1CCCC2
→ 3	-2	10	3	-17	-0.9	-26	-24	-10	7	3
- CCN1C(=O)/C(=C\c2cccc(OC(=O)c3ccco3)c2)SC1=S
→ 7	3	-1	-22	-39	-0.2	11	-10	5	5	24
- CCC(=O)N/N=C(\C)CC(=O)Nc1ccc(Cl)cc1
→ 24	0	12	-8	7	-0.4	7	-3	-3	-18	-12
- Cn1nnnc1SCc1csc(C2C(C#N)=C(N)OC3=C2C(=O)CCC3)c1 (configuration not stated)
→ 8	-2	7	-7	2	-0.6	11	-11	1	-2	8
- COc1cc(/C=C\C(=O)OCn2nnc3ccccc3c2=O)cc(OC)c1OC
→ ·	0	-14	-38	5	-0.5	-18	-18	18	8	41
- O=S(=O)(c1ccc(C2CCCCC2)cc1)N1CCOCC1
→ 9	0	-22	7	16	4.2	16	-11	-6	6	-6
- O=C(CSc1nc2ncc(Cl)cc2[nH]1)Nc1cccc(F)c1
→ 1	0	14	35	36	-0.5	3	23	-5	-4	2
- O=C(O)CC1(CC(=O)NCc2ccc(Cl)cc2)CCCCC1
→ 4	0	-23	-6	1	-0.6	10	-3	-2	-3	1
- CCCCNC(=O)C1(C)CCCCN1C(=O)c1ccc2ccccc2n1 (configuration not stated)
→ ·	·	-1	-21	-9	-0.9	14	4	8	·	-22
- O=C(c1ccccc1)c1ccccc1C(=O)N1CCN(Cc2ccccc2F)CC1
→ 2	·	-6	6	20	0.1	7	-5	-8	0	6
- CCCCC(=O)Nc1nn(C)c2nc3c(C)cccc3cc12
→ 4	-1	-3	-15	-21	2.0	7	5	5	-14	9
- CCCCN1C(=N)N([C@@H](CN2CCC[C@H]2CN2C(N)=NC[C@@H]2Cc2ccccc2)C(C)C)C[C@H]1Cc1ccccc1
→ 7	·	-9	-39	17	-2.5	16	-3	5	-6	-27
- O=C(Nc1ccc(C(=O)N2CCOCC2)cc1)C1CCC1
→ 5	·	9	-4	-13	0.5	8	-11	1	11	10
- Cc1cc(N/N=C/c2ccccc2)nc(N2CCOCC2)n1
→ ·	-1	-5	-3	-22	0.2	-100	-69	6	·	0
- CS(=O)(=O)Nc1cccc(-c2cn3c(n2)SCC3)c1
→ 2	2	-3	1	-2	-0.2	-2	-9	8	-1	-12
- O=C1CSC(c2ccccc2[N+](=O)[O-])N1c1ccc(O)cc1 (configuration not stated)
→ -7	-6	-8	9	-24	-0.5	0	12	-21	-2	-10
- O=C(CCCC(=O)N(CC(=O)NC1CCCCC1)CC1CCCO1)Nc1ccccn1 (configuration not stated)
→ -3	3	2	19	-3	-1.3	16	-4	2	-3	7
- O=C1c2ccccc2C(O)(c2ccccc2)N1C1CC1 (configuration not stated)
→ -8	1	·	-3	-7	-0.8	5	3	-5	1	-3
- CC1CCCC(C)N1C(=O)COC(=O)COc1ccccc1C#N (configuration not stated)
→ 2	2	3	-13	16	0.4	5	-3	11	0	-8
- O=C(N1CCN(c2ccccn2)CC1)N1c2ccccc2Sc2ccccc21
→ 25	0	49	45	2	-0.7	16	35	-32	14	-12
- Cc1ccc(/C=N\Nc2nc3ccc(Cl)cc3[nH]2)o1
→ -38	-1	-42	1	-86	-2.0	-252	-260	4	-21	9
- CN(C)c1ccc(NC(=S)NC(=O)/C=C/c2ccco2)cc1
→ -14	2	5	8	-42	0.1	-46	-22	-7	-6	0
- COC(=O)c1cccc(NC(=O)CSc2nnc(COc3ccccc3)n2C)c1
→ -3	-2	0	-8	-5	2.1	7	-2	1	5	-16
- CC(C)NC(=O)c1ccc2c(c1)N(CC(=O)N1CCOCC1)C(=O)C(C)(C)O2
→ -9	-1	2	14	-3	1.7	-5	-3	0	-5	-1
- COc1ccc(CCNC(=O)C(=O)NCc2ccccc2C)cc1OC
→ 3	-3	0	19	-11	-0.5	12	-2	1	0	-10
- CCN1C(=NCc2cccc(Cl)c2)N[C@@H](c2cccc(F)c2)C(C(=O)OC)=C1C
→ 14	-1	7	20	26	-1.8	11	25	-10	0	6

Three entries already listed, ordered by SMILES length, ascending:
The line under a structure holds: MITF TRPM1 inh	NR2E3 ag-1	Shn3 inh set2	CF NFkB block	NR2E3 ag-2	hiPSC survival	HIF-2a inh	Peg3 prom inh	KKLEB cytotox	EBV LMP1 NFkB	TRAIL sens C8
- O=C(Nc1nnc(-c2ccc(F)cc2)o1)c1cc(Cl)sc1Cl
→ -4	0	3	11	30	0.3	-1	19	2	14	14
- COc1ccc(C(=O)N2CCCCCCC2)cc1OC1CCN(C(C)C)CC1
→ 3	1	9	-6	-2	-0.6	8	1	-2	0	17
- COc1cccc(NC(=O)CSc2nc(O)c(C)c(=O)n2-c2ccc(C)cc2)c1
→ -1	7	-14	-14	-21	-0.2	10	9	2	1	2

Further results follow.
The line under a structure holds: MITF TRPM1 inh	NR2E3 ag-1	Shn3 inh set2	CF NFkB block	NR2E3 ag-2	hiPSC survival	HIF-2a inh	Peg3 prom inh	KKLEB cytotox	EBV LMP1 NFkB	TRAIL sens C8
- CC(=O)NC(C)c1nc2ccccc2n1Cc1ccccc1F (configuration not stated)
→ 3	1	2	-26	15	-2.7	22	7	8	-3	6
- COc1ccc(-c2c(C#N)cnc(C)c2C)c(O)c1OC
→ ·	·	-16	0	15	0.1	18	-2	3	-5	-15
- O=c1c2c3c(sc2ncn1/N=C/c1ccncc1)CCCC3
→ -1	-3	12	6	-4	0.2	-12	-8	4	4	-11
- CC(C)N(Cc1ccccc1)C(=S)NC1CCCCC1
→ 3	4	-9	6	-15	0.0	19	17	-3	1	-1
- O=C(Nc1nnc(-c2ccc3c(c2)CCCC3)o1)c1ccc(Cl)cc1Cl
→ -6	2	-11	-5	-27	0.5	7	24	-8	6	20
- O=C(CSc1nc2ncc(Cl)cc2[nH]1)NCCc1ccc(F)cc1
→ 10	-1	1	4	-5	-0.5	5	13	-10	11	21
- Cn1cccc1/C=N/NC(=O)c1ccn[nH]1
→ -7	-2	10	1	-65	-2.4	-35	-22	-11	7	9
- O=C(CN1CCc2cc3c(cc2C1)OCCCO3)Nc1ccccc1
→ -4	-3	16	-1	-14	-2.6	-71	15	-12	3	-22
- CCSc1nnc(NC(=O)[C@H](C)N2C(=O)C3CC=CCC3C2=O)s1 (some centres not stated)
→ -5	-1	6	4	-13	2.6	13	-9	7	1	-8
- CCCn1c(O)c(N=Nc2ccc3ccccc3n2)c2ccccc21
→ -69	0	-110	-20	-34	-0.2	-304	-320	1	-24	28
- CCN1C(=O)CC(NNC(=O)c2ccc(Cl)cc2)C1=O (configuration not stated)
→ -1	1	-3	10	-10	0.8	16	1	-4	0	-14
- CC(=O)Nc1ccc(NC(=O)C(OC(=O)c2ccccc2)C(OC(=O)c2ccccc2)C(=O)O)cc1 (configuration not stated)
→ -4	-4	-4	-18	6	0.3	12	-6	-14	3	17
- COCCNC(=O)C1Cc2c(-c3ccc(NC(C)=O)cc3)ccnc2O1 (configuration not stated)
→ ·	·	-3	17	-2	0.0	15	9	-8	·	-11
- C=CCOc1ccc(/C=N/NC(=O)C(C)Sc2ccccn2)cc1OC (configuration not stated)
→ 5	1	-1	-10	4	0.2	-1	15	-9	-2	-1
- CCC(=O)Nc1nnc(S(=O)(=O)N2CCCCCC2)s1
→ 7	-3	1	14	-5	0.0	8	5	-10	3	-24
- COC(=O)c1cc(C(=O)c2ccc(C(C)(C)C)cc2)c[nH]1
→ -12	0	7	29	-53	-0.1	-198	-132	-33	-26	-6
- CCOc1ccc(C(=O)NNC(=O)CNC(=O)c2ccc(C)s2)cc1OC
→ 4	2	-10	14	-6	-0.9	12	5	-7	0	-4
- O=C(/C=C/c1ccc(Cl)cc1Cl)NC(=S)Nc1ccc(CN2CCOCC2)cc1
→ 15	0	46	15	3	-1.2	-29	-11	-6	-32	11
